# NR3A LBD binder: binders of NR3A ligand-binding domain, primary screen, biophysical, differential scanning fluorimetry, uHTS; NR3A LBD differential scanning fluorimetry, Tm shift; 0% = protein alone, 100% = glycine-bound protein; Tm shift relative to glycine control, % at 25 µM; hit rate 2.5% among 340,000; AID 1259313, 2017;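 active = melting temperature shift of at least 10% of the positive control shift, at one fixed dose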
# NALP3 yeast inh: NALP3 inflammasome inhibitors in reconstituted yeast, primary screen, luminescence, uHTS. Yeast reconstituted NLRP3/ASC/caspase-1, beta-gal luminescence, 24 h. inhibition, % at 10 µM. hit rate 0.39% among 330,000;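 active = inhibition of 50% or more; inactive = inhibition below 50%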;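 note: plate controls were induced DMSO wells for no effect and uninduced yeast grown without galactose for full effect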
# tim23-1 inh: growth inhibitors of tim23-1 mutant yeast, primary screen, luminescence, uHTS; S. cerevisiae tim23-1 growth, BacTiter-Glo luminescence, 24 h; inhibition, % at 20 µM; hit rate 1.3% among 330,000; AID 463212, 2010;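 active = growth inhibition of the mutant yeast at or above 50%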;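 note: temperature-sensitive mutant grown at 25 °C; plate controls were DMSO-treated mutant yeast for no effect and medium wells lacking yeast for full effect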
# APJ agonist: agonists of human apelin receptor APJ, primary screen, CHO-K1 cells, PathHunter beta-arrestin, luminescence. P35414. 0% DMSO wells, 100% apelin. activation, % at 20 µM. hit rate 0.11% among 330,000. AID 2520, 2010;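 active = activation more than six SD over the plate average, tested at 20 µM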;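 note: 0% = DMSO alone and 100% = apelin-13 at 10 nM; some results filed as inactive read as strong as hits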
#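 Incubation: overnight seeding, 90 min compound at 25 °C, 1 h detection; test system: PathHunter CHO-K1 APJ (AGTRL-1) beta-arrestin reporter cells; amount: 1000 cells/well; doses: one dose, 20 µM compound, 1% DMSO; measured by: beta-gal luminescence; measure: agonist-driven arrestin binding to APJ; benchmarks: negative DMSO alone, positive Apelin-13 at 10 nM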
# UPR XBP1 act: activators of adaptive XBP1 UPR arm, primary screen, cell-based, CHO-XBP1 luciferase reporter, luminescence, uHTS | IRE1-XBP1 UPR activation; percent of tunicamycin response, DMSO as zero | activation, % at 20 µM | hit rate 0.33% among 330,000 | AID 463104, 2010;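 active = versus positive control, 20 µM dose yields 30% or more activation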;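 note: 100% = tunicamycin at 10 µg/mL and 0% = DMSO only wells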
#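 Material: CHO-XBP1 cells stably carrying IRE1-XBP1-driven luciferase reporter / Amount: 1000 cells per well / Compound: 20 µM, 1% DMSO / Times: 6 h treatment, 37 °C / Detection: luciferase luminescence / Measure: % activation of reporter signal versus tunicamycin and DMSO controls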
# tim10-1 inh: growth inhibitors of tim10-1 mutant yeast, primary screen, luminescence, uHTS | hit rate 2.2% among 330,000 | S. cerevisiae tim10-1 ts strain growth, BacTiter-Glo, 24 h | inhibition, % at 20 µM | AID 463190, 2010;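 active = inhibition of at least 40%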;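 note: mutant grown at 25 °C; 0% = DMSO wells with yeast and 100% = wells holding no yeast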
# Mdm2 MdmX PPI: inhibitors of human Mdm2-MdmX association, primary screen, cell-based, luminescence, split luciferase, SaOS-2, uHTS | Protein Mdm4 (Homo sapiens) + E3 ubiquitin-protein ligase Mdm2 (Homo sapiens), … | SaOS-2 split-luciferase Mdm2/MdmX complementation | inhibition, % at 8 µM | hit rate 3% among 330,000;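 active = inhibition of at least 50% at 8 µM in the primary screen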
# Target sequence (O15151 whole entry, looked up): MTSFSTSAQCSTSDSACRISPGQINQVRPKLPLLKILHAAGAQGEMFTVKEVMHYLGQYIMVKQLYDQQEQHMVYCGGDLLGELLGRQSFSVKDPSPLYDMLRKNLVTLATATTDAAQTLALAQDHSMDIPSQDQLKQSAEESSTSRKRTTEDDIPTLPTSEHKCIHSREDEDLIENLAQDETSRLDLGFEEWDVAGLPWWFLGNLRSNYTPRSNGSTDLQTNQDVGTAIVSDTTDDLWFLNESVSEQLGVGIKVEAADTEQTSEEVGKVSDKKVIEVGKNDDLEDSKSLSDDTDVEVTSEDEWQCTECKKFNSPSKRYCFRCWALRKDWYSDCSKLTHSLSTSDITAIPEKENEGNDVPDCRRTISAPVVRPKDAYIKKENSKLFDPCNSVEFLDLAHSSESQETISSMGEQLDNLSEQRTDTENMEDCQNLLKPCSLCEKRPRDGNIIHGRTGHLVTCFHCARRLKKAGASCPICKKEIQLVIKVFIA
# Target sequence (Q00987 whole entry, looked up): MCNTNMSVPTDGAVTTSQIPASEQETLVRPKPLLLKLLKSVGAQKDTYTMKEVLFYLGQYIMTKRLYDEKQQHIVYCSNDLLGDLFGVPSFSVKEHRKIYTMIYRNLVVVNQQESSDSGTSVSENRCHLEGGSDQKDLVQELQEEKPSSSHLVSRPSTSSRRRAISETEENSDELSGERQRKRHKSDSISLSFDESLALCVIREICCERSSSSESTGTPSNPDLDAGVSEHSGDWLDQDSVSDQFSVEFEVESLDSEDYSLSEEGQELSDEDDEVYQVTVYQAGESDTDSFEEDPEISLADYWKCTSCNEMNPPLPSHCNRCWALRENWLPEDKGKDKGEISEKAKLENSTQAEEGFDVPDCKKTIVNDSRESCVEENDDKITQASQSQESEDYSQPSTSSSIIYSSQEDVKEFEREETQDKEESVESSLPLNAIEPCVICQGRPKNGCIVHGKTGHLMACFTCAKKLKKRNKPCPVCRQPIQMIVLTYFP
# TIM10 inh: growth inhibitors of isogenic TIM10 control yeast, primary screen, counter-screen for tim10-1 yeast inhibitor project, luminescence, uHTS; S. cerevisiae TIM10 strain growth, BacTiter-Glo luminescence, 24 h; inhibition, % at 10 µM; hit rate 1.4% among 330,000;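 active = inhibition of 40% or more at the single tested concentration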;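 note: wild-type TIM10 isogenic control strain grown at permissive 25 °C; 0% = DMSO yeast wells and 100% = minimal medium wells without yeast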
# UPR CHOP act: activators of apoptotic CHOP UPR arm, primary screen, cell-based, CHO-CHOP luciferase reporter, luminescence, uHTS; activation, % at 10 µM; AID 449763, 2010; hit rate 0.34% among 330,000; UPR activation; percent of tunicamycin response over DMSO baseline;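 active = at 10 µM dose, activation of 40% or more, normalized to positive control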;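 note: 100% = tunicamycin at 10 µg/mL and 0% = DMSO alone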
#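 Test system: CHO-CHOP cells, stable luciferase reporter of PERK-eIF2a-CHOP signalling | Quantity: 500 CHO-CHOP cells per well | Buffer or medium: F12 plus 10% serum | Compound dosing: 10 µM single point, 0.5% DMSO | Schedule: 6 h compound treatment, 37 °C | Signal: Luciferase luminescence | Control set: Tunicamycin high control, DMSO low control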
# Numbers without * were called inactive; / = no result given. Not a hit list; overall some 8.2% were active at least once.
SMILES,NR3A LBD binder,NALP3 yeast inh,tim23-1 inh,APJ agonist,UPR XBP1 act,tim10-1 inh,Mdm2 MdmX PPI,TIM10 inh,UPR CHOP act
CCOc1cc(/C=N/n2c(C)nc3ccccc3c2=O)ccc1O,-1,2,12,-1,-1,0,12,4,-1.2
CCN(CC)c1ccc(/C=N/NC(=O)CNC(=O)C2COc3ccccc3O2)c(O)c1 (stereo not given),-6,15,40,-4,-4,6,77*,-14,-2.1
CC1CCN(CCC(=O)Nc2ccc3c(c2)OCCO3)CC1,/,13,11,-1,-3,-6,-6,-10,0.2
CC(=O)c1c(C)[nH]c(C(=O)OCC(=O)c2c(N)n(C)c(=O)n(C)c2=O)c1C,/,8,-34,-1,1,-14,56*,-28,0.0
CN(c1ccccc1)S(=O)(=O)c1ccc(C(=O)Nc2nnc(-c3ccc(F)cc3)o2)cc1,-2,12,6,-2,4,30,19,30,2.5
O=C(O)CCCC(=O)NCc1c(Cl)cccc1Sc1ccc(Cl)cc1,-2,10,22,2,-1,-11,16,-2,0.7
CC1=C(C(=O)OCc2ccccc2)C(c2ccccc2Br)NC(=O)N1 (stereo not given),-1,24,13,-2,-7,16,-5,0,0.5
CCOC(=O)C1(Cc2ccc(OC)cc2)CCN(C(=O)c2cc(C)nn2C)CC1,1,13,26,0,-2,11,15,11,0.7
CNc1nc(SC)nc(N(C)C#N)n1,0,3,7,-2,7,-4,1,-8,-2.1
CCOc1cc(C)c(S(=O)(=O)Nc2ccc(F)cc2)cc1C,-10,5,33,-3,-2,34,-6,30,0.0
N#CCC(=O)NCCCc1ccccc1,-1,0,-1,-4,-1,-9,2,-6,-0.1
C#CCN(C(=O)c1ccc(OC2CCN(Cc3ccccn3)CC2)cc1)C1CCCCC1,-3,13,7,-1,2,23,22,-3,9.6

# Entries above that have fluorine, in the order listed:
SMILES,NR3A LBD binder,NALP3 yeast inh,tim23-1 inh,APJ agonist,UPR XBP1 act,tim10-1 inh,Mdm2 MdmX PPI,TIM10 inh,UPR CHOP act
CN(c1ccccc1)S(=O)(=O)c1ccc(C(=O)Nc2nnc(-c3ccc(F)cc3)o2)cc1,-2,12,6,-2,4,30,19,30,2.5
CCOc1cc(C)c(S(=O)(=O)Nc2ccc(F)cc2)cc1C,-10,5,33,-3,-2,34,-6,30,0.0

# Following part
SMILES,NR3A LBD binder,NALP3 yeast inh,tim23-1 inh,APJ agonist,UPR XBP1 act,tim10-1 inh,Mdm2 MdmX PPI,TIM10 inh,UPR CHOP act
CCCCSc1nnc([C@@H](NC(=O)OC(C)(C)C)C(C)C)o1,-4,27,23,-3,-3,11,17,3,0.1
CC(C)(C)c1cc(CCC(=O)N2CCC2)cc(C(C)(C)C)c1O,-1,-1,27,-1,1,22,-5,11,-1.1
CCC(c1nnnn1Cc1ccc2c(c1)OCO2)N1CCN(c2ccc(F)cc2)CC1 (stereo not given),-1,6,10,-6,-3,22,-1,33,-0.7
C=CCSc1nc2c(c(=O)[nH]1)C(C(C)C)C(C#N)=C(N)O2 (stereo not given),1,10,-7,-3,6,-3,-2,-6,0.9
CN(C)Cc1c(C(=O)N/N=C/c2ccc(-c3ccccc3)cc2)nnn1-c1nonc1N,3,9,10,-3,-1,-3,-5,8,-1.1
O=C1CCC(C(=O)OCC(=O)c2ccccc2)N1 (stereo not given),-1,1,-4,-3,0,-6,9,-15,0.8
O=C(c1ccc(F)cc1F)N1CCCC(c2nc(-c3cccs3)no2)C1 (stereo not given),0,8,10,3,6,-2,12,-22,0.0
O=C(Cc1nn[nH]n1)Nc1ccc(F)cc1F,1,17,6,0,-4,3,12,18,0.6
COc1ccc(/C=C2/SC(=S)N(Cc3ccccc3)C2=O)cc1O,20*,36,26,1,0,27,14,10,4.1
O=C(O/N=C\c1ccc(N2CCCCC2)c([N+](=O)[O-])c1)c1cccc(Cl)c1,-8,8,17,-5,2,20,-1,-6,1.5
CCN(c1ccccc1)S(=O)(=O)c1cccc(C(=O)O)c1,2,12,7,-1,-2,-5,26,0,0.3
Cc1ccc2c(c1)C(c1ccc([N+](=O)[O-])cc1)=NNC(c1ccc(Br)cc1)=N2,-3,8,17,-3,84*,6,71*,3,75*

# Five entries already listed, arranged by formula weight, low to high.
SMILES,NR3A LBD binder,NALP3 yeast inh,tim23-1 inh,APJ agonist,UPR XBP1 act,tim10-1 inh,Mdm2 MdmX PPI,TIM10 inh,UPR CHOP act
O=C(Cc1nn[nH]n1)Nc1ccc(F)cc1F,1,17,6,0,-4,3,12,18,0.6
O=C1CCC(C(=O)OCC(=O)c2ccccc2)N1 (stereo not given),-1,1,-4,-3,0,-6,9,-15,0.8
C=CCSc1nc2c(c(=O)[nH]1)C(C(C)C)C(C#N)=C(N)O2 (stereo not given),1,10,-7,-3,6,-3,-2,-6,0.9
O=C(O/N=C\c1ccc(N2CCCCC2)c([N+](=O)[O-])c1)c1cccc(Cl)c1,-8,8,17,-5,2,20,-1,-6,1.5
Cc1ccc2c(c1)C(c1ccc([N+](=O)[O-])cc1)=NNC(c1ccc(Br)cc1)=N2,-3,8,17,-3,84*,6,71*,3,75*

# (more compounds)
SMILES,NR3A LBD binder,NALP3 yeast inh,tim23-1 inh,APJ agonist,UPR XBP1 act,tim10-1 inh,Mdm2 MdmX PPI,TIM10 inh,UPR CHOP act
CC(OC(=O)c1ccc2ccccc2c1)C(=O)N(C)Cc1ccccc1 (stereo not given),-1,36,19,-5,-1,14,31,-28,-0.4
CC1CCCCN1C(=O)CSc1nnc(-c2cccnc2)o1 (stereo not given),0,9,6,1,-1,7,7,-1,3.0
COc1cc(OC)cc(C(=O)NCCSCc2ccc(Cl)cc2)c1,0,26,24,-1,-3,13,13,-17,-1.1
COc1cccc(Nc2nnc(SCc3nc4ccccc4s3)s2)c1,-1,19,22,1,3,13,-4,28,3.6
COc1ccc(C)cc1S(=O)(=O)N(CC(=O)Nc1ccc2c(c1)OCCO2)Cc1ccccc1,-9,-14,40,-3,-3,27,20,27,-1.4
CCC(=O)c1ccc(OCC(O)Cn2nnc3ccccc32)cc1 (stereo not given),0,2,10,-3,0,20,-59,-16,5.7
Cc1ccc(-n2cc(CN3CCN(Cc4nccn4C)CC3)c(-c3cccc(C)c3)n2)cc1,1,21,-124,-2,1,-150,30,-195,-1.0
Cc1cc(CC(=O)O)c2oc(-c3ccoc3)cc(=O)c2c1,2,6,11,-1,-5,10,11,3,2.4
COC(=O)CNC(=O)C1CCCN1C(=O)OC(C)(C)C (stereo not given),-2,11,-4,0,-1,7,9,-5,-1.3
CCOC(=O)C1=c2s/c(=C\c3ccncc3)c(=O)n2C(N)=C(C(=O)OC)C1c1ccncc1 (stereo not given),-5,3,29,-2,1,8,-9,20,0.7
Cc1c(NC(=O)Nc2cccc([N+](=O)[O-])c2)c(=O)n(-c2ccccc2)n1C,0,9,-11,-8,-4,1,6,4,-1.7
Cc1ccc(N2C(=O)CC(n3ccnc3)C2=O)cc1C (stereo not given),2,7,12,4,0,6,17,-6,-0.6
COc1ccc(N2CCN(S(=O)(=O)c3c(C)nc4scc(C)n4c3=O)CC2)cc1,-1,22,29,-2,-9,24,17,4,1.8
CC1CCCC(C)N1S(=O)(=O)c1ccc(S(=O)(=O)N2CCOCC2)cc1 (stereo not given),2,5,-13,-2,0,-2,3,-25,-0.7
Cc1snc2sc(C(=O)c3ccc(Br)cc3)c(N)c12,2,11,10,3,24,-4,12,-4,4.4
CCOc1cc(C(=O)NC(C)c2ccncc2)cc(OCC)c1OCC (stereo not given),0,30,5,5,0,-7,-5,2,-0.8
COc1ccccc1CNC(=O)CN1C(=O)C(C)N(c2ccc(C)cc2)C1=O (stereo not given),-2,-10,4,-20,4,9,32,10,1.6
CCOC(=O)c1c(NC(=O)CSc2ncccn2)sc(C(=O)NC)c1C,2,10,15,-3,2,10,27,16,0.5
CCc1ncc(CN2CCCC(C(=O)Nc3cccc(-c4ccc(F)cc4)c3)C2)cn1 (stereo not given),-397,18,18,-5,-4,23,11,12,1.8
CCCc1nnc(NC(=O)CS(=O)(=O)c2ccc(C)cc2)s1,0,9,9,-2,-5,5,7,-17,-1.6
CC(C)NC(=O)C(c1ccc(F)cc1)N(C(=O)CCC(=O)Nc1ccccn1)C1CCCCC1 (stereo not given),0,10,9,-4,2,5,19,-11,1.3
COc1ccc(C(=O)NCc2nnc(SCC(=O)NCCc3ccccc3)o2)cc1,0,23,-8,-6,-3,-1,17,1,-0.1
CCCCN1C(=O)NC2NC(=O)NC21 (stereo not given),-1,9,7,4,0,5,21,-6,1.2
Cc1ccccc1C(=O)N1CCc2cc(-c3csc(NC(=O)CN4CCCC4)n3)ccc21,-1,-3,21,-2,-1,39,2,-1,2.5

# Limited to APJ agonist, NALP3 yeast inh and tim10-1 inh, for some of the entries so far:
structure	APJ agonist	NALP3 yeast inh	tim10-1 inh
CCOC(=O)c1c(NC(=O)CSc2ncccn2)sc(C(=O)NC)c1C	-3	10	10
CCc1ncc(CN2CCCC(C(=O)Nc3cccc(-c4ccc(F)cc4)c3)C2)cn1 (stereo not given)	-5	18	23

# Next section.
SMILES,NR3A LBD binder,NALP3 yeast inh,tim23-1 inh,APJ agonist,UPR XBP1 act,tim10-1 inh,Mdm2 MdmX PPI,TIM10 inh,UPR CHOP act
CC(C)N(C(=O)CC1ON(C)C(=O)N1c1ccc(Cl)cc1)C(C)C (stereo not given),-2,2,28,-2,0,-2,0,-5,-2.0
CCN1C(=O)[C@H]2[C@@H](c3ccc(OC)cc3)N3C(=O)CN(CCOC)C(=O)[C@@]3(C)[C@H]2C1=O,0,5,21,13,2,3,-18,11,-2.0
CC1CCN(C(=O)CCNS(=O)(=O)c2ccc(Br)cc2)CC1,-1,-9,15,-4,-1,25,12,-12,-0.6
CCOC(=O)N1CCC(NC(=O)c2cc(C)c3c(C)nn(-c4ccccc4)c3n2)CC1,0,-4,11,-4,0,4,-15,19,-0.7
CCc1cc2c(SCC(=O)NC3CCS(=O)(=O)C3)ncnc2s1 (stereo not given),-4,-6,7,0,-1,6,-12,-1,0.4
